mIAP block: inhibitors of mouse IAP, primary screen, biochemical, luminescence, uHTS. inhibition, % at 10 µM. AID 2806, 2010. purified mouse IAP, CDP-Star luminescence, 30 min. actives 0.2% (n = 330,000);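 active = inhibition of at least 40% at 10 µM in the primary screen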;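 also: plate controls were DMSO with enzyme for no effect and no enzyme wells for full effect; values of inactives mirror those of a sister screen read the other way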
mIAP act: activators of mouse IAP, primary screen, biochemical, luminescence, uHTS | intestinal alkaline phosphatase [Mus musculus] | muIAP, CDP-Star luminescence, 30 min; stronger effect = higher value; 1 = vehicle-only enzyme signal, 0 = enzyme-free wells | activation factor at 10 µM | actives 0.24% (n = 330,000) | AID 2805, 2010;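 active = activation factor of at least 2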; also: the source names both 10 and 20 µM as test concentration; values of inactives mirror those of a sister screen read the other way
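System: Mouse IAP enzyme | Also added: CDP-Star substrate | Dosing: Compounds dispensed in DMSO | Schedule: 30 min enzyme-substrate-compound incubation at room temperature | Technique: Chemiluminescence readout | Control set: DMSO-only wells and no-enzyme negative control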
hIAP act: human IAP activators, primary screen, biochemical, luminescence, uHTS; AID 2524, 2010; activation factor at 10 µM; actives 0.16% (n = 330,000); purified human IAP, CDP-Star luminescence, 30 min; stronger effect = higher value; 1 = vehicle-only enzyme, 0 = enzyme-free background;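 active = activation factor of the enzyme at least 2-fold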; also: the source names both 10 and 20 µM as test concentration; values of inactives mirror those of a sister screen read the other way
hIAP inh: human IAP inhibitors, primary screen, biochemical, luminescence, uHTS | Intestinal-type alkaline phosphatase (Homo sapiens), P09923 | purified IAP, CDP-Star luminescence, 30 min | inhibition, % at 10 µM | actives 0.12% (n = 330,000) | AID 2544, 2010;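 active = inhibition reaching a set limit with compound at 10 µM in the primary screen, cut at about 35% in these data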;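 also: plate controls were DMSO wells with enzyme for no effect and no-enzyme buffer wells for full effect; values of inactives mirror those of a sister screen read the other way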
PfGluPho inh: PfG6PD enzyme inhibitors, primary screen, biochemical, fluorescence intensity, uHTS; PfGluPho enzyme, NADPH resazurin-diaphorase fluorescence; inhibition, % at 20 µM; actives 0.78% (n = 350,000); AID 504690, 2011;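 active = inhibition reaching at least a set limit at 20 µM in the primary screen, cut at about 59% in these data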;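 also: 0% = DMSO wells with substrate and 100% = DMSO wells lacking glucose-6-phosphate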
HKDC1 inhibitor: HKDC1 hexokinase inhibitors, primary screen, biochemical, fluorescence, uHTS | inhibition, % at 20 µM | Q2TB90 | actives 0.16% (n = 340,000) | recombinant HKDC1, G6PDH/diaphorase resazurin coupled fluorescence;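 active = inhibition above about 35% when tested at 20 µM, limit read from the data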;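 also: plate controls were DMSO wells with enzyme for no effect and DMSO wells lacking enzyme for full effect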
Target sequence (Q2TB90 whole entry, looked up): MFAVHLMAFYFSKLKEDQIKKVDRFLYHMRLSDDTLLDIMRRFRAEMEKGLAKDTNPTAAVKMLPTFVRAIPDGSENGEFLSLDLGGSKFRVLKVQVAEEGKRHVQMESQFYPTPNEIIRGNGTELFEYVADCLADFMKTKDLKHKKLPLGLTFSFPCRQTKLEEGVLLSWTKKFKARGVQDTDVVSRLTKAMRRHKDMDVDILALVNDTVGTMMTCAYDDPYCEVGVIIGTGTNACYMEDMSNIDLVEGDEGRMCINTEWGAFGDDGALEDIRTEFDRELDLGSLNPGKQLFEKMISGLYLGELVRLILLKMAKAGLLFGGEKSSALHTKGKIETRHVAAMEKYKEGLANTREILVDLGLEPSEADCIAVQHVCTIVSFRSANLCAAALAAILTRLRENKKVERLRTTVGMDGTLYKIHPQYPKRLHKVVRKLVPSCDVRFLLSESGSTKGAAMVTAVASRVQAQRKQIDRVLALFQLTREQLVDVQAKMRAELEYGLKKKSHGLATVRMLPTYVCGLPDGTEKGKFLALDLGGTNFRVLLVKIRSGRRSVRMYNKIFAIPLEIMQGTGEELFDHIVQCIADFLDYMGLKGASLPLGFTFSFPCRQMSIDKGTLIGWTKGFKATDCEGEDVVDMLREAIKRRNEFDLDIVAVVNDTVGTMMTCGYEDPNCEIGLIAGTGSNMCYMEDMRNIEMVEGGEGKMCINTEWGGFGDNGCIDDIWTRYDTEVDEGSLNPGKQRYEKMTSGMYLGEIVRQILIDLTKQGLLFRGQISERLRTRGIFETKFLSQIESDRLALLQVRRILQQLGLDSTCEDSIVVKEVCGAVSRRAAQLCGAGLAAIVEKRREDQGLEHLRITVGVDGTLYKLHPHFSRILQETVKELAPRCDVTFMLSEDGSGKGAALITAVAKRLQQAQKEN
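Assay system – recombinant HKDC1 (HK5) hexokinase enzyme, produced in-house · Input – HKDC1 at 5 µg/mL · Reagent – glucose plus 1 mM ATP as hexokinase substrates · Timing – 90 min reaction incubation at room temperature, dark · Measured by – G6PDH/diaphorase-coupled fluorescence, 1 mM NADP, 100 µM resazurin, 525/613 nm · Benchmarks – DMSO-enzyme wells negative, buffer-substituted wells positive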
APOBEC3A inh: APOBEC3A ssDNA deaminase inhibitors, primary screen, selectivity assay for APOBEC3G inhibitor project, biochemical, FAM/TAMRA oligo cleavage fluorescence | DNA dC->dU-editing enzyme APOBEC-3A (Homo sapiens), P31941 | actives 0.41% (n = 330,000) | recombinant A3A, FAM/TAMRA ssDNA deamination fluorescence | inhibition, % at 20 µM;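 active = at least 40% inhibition at 20 µM here, with at most 30% in a related deaminase screen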;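 also: plate controls were A3A with DMSO for no effect and wells lacking A3A enzyme for full effect; some results filed as inactive read as strong as hits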
Target sequence (P31941 whole entry, looked up): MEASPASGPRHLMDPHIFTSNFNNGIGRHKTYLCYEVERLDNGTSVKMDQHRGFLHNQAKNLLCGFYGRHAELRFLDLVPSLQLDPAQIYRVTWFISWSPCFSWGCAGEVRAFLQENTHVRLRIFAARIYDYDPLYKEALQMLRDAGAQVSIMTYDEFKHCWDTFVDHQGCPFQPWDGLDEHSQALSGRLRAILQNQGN
ATG4B inh: ATG4B protease inhibitors, primary screen, biochemical, fluorescence, uHTS | ATG4B cleavage of LC3-PLA2, NBD-HPC fluorescence, 1 h | AID 504462, 2011 | actives 0.51% (n = 340,000) | inhibition, % at 8.33 µM | Cysteine protease ATG4B (Homo sapiens), Q9Y4P1; in the data active = inhibition above about 40%
Starred values were filed as active, the others as inactive; . = not tested or not shown.

mol	mIAP block	mIAP act	hIAP act	hIAP inh	PfGluPho inh	HKDC1 inhibitor	APOBEC3A inh	ATG4B inh
Fc1ccc(OCc2nc(-c3cccs3)no2)cc1	-2	1	1	-4	13	-2	-2	-2
CCCC(=O)NC(C)c1nc(-c2ccc(C)cc2)no1 (stereo not given)	-22	1.2	1.4	-36	0	-4	0	-10
CS(=O)(=O)N1c2ccccc2[C@@]2(Br)C[C@H]3C(=O)N[C@@H](Cc4ccccc4)C(=O)N3[C@@H]12	4	0.96	0.95	5	4	-2	0	3
Cn1c2c(c(=O)n(C)c1=O)NC1(N2)C(=O)Nc2ccccc21 (stereo not given)	-2	1	1.1	-9	32	-1	3	-4
CCOc1ccccc1Oc1cn[nH]c1-c1ccc(OC)cc1O	4	0.96	1.7	-72	-10	-4	-2	-1
CCOC(=O)c1csc(NC(=O)c2ccccc2)n1	11	0.89	0.92	8	-3	0	0	13
COc1ccc(-c2nnc(SCc3cccnc3)o2)cc1	-1	1	0.95	5	-4	5	1	-1
CCc1ccccc1NC(=O)C1CC(c2ccc(OC)cc2)=NO1 (stereo not given)	-6	1.1	0.97	3	-19	-1	0	0
Cc1ccc2[nH]c(=O)c(CN(CC3COCCO3)C(=O)Nc3ccccc3C)cc2c1 (stereo not given)	-6	1.1	1	-2	-20	-9	3	-4
O=C(NCc1ccc2c(c1)OCO2)c1cc(-c2ccncc2)nc2ccccc12	7	0.93	1.1	-11	5	-4	0	-14
COc1cc(C#N)ccc1OCC(=O)Nc1ccc(C)c(S(=O)(=O)N2CCOCC2)c1	1	0.99	0.98	2	-17	-4	1	-9
Fc1ccc(N/N=C/C=C/c2ccccc2)c(F)c1	12	0.88	0.99	1	21	-2	-3	-1
Cc1ccc(-n2c(C)cc(C3N=C(N)Nc4nc5ccccc5n43)c2C)c(C)c1 (stereo not given)	-84	1.8	1.2	-18	17	15	0	6
O=C(CCC1CCCN(C(=O)c2cncs2)C1)NCc1ccc(F)c(F)c1 (stereo not given)	6	0.94	0.9	10	-11	-7	-2	19
O=C(NCc1cccnc1)Nc1ccccc1C(F)(F)F	6	0.94	0.97	2	-12	2	0	3
O=S(=O)(c1ccc(Cl)s1)N1CCC2(CC1)OCCO2	-2	1	0.7	30	4	-4	2	1
Cc1onc(-c2c(F)cccc2Cl)c1C(=O)NCc1cccs1	3	0.97	0.94	6	-4	-10	0	-1
Cc1ccc(NC(=O)c2cc(NC(=O)c3ccccc3C(=O)O)ccc2N2CCCCC2)cc1	-12	1.1	0.96	4	45	0	2	11
CC1NC(=O)N(C)C2NC(=O)N(C)C(c3ccccc3)C12 (stereo not given)	6	0.94	1	-1	-19	-10	-21	-13
Fc1ccccc1/C=C1\CCCC2=C1Nc1nnnn1C2c1ccccc1F (stereo not given)	6	0.94	0.95	5	5	-6	-3	7
COc1ccc(OC)c2c1sc(=NC(=O)C1CCCCC1)n2C	-2	1	1.1	-7	0	-4	2	-4
CC(NC(=O)OC(C)(C)C)C(=O)NC(CCC(=O)OCc1ccccc1)C(N)=O (stereo not given)	0	1	1.1	-8	2	-8	3	-7
CCc1c(C(=O)NCc2cnn(C)c2)csc1C	2	0.98	0.91	9	-7	-14	0	4
CC1CCN(CC(=O)Nc2ccccc2C(=O)NC2CC2)CC1	1	0.99	1.1	-10	0	4	2	-4
CCN(CC)c1ccc(C(=S)N2CCN(c3ccccc3)CC2)cc1	9	0.91	1.1	-7	26	6	-1	2

Two entries from above, field by field.
CC(NC(=O)OC(C)(C)C)C(=O)NC(CCC(=O)OCc1ccccc1)C(N)=O (stereo not given)
  mIAP block = 0
  mIAP act = 1
  hIAP act = 1.1
  hIAP inh = -8
  PfGluPho inh = 2
  HKDC1 inhibitor = -8
  APOBEC3A inh = 3
  ATG4B inh = -7

CCc1c(C(=O)NCc2cnn(C)c2)csc1C
  mIAP block = 2
  mIAP act = 0.98
  hIAP act = 0.91
  hIAP inh = 9
  PfGluPho inh = -7
  HKDC1 inhibitor = -14
  APOBEC3A inh = 0
  ATG4B inh = 4

For convenience, two of the compounds above:
mol	mIAP block	mIAP act	hIAP act	hIAP inh	PfGluPho inh	HKDC1 inhibitor	APOBEC3A inh	ATG4B inh
CC1CCN(CC(=O)Nc2ccccc2C(=O)NC2CC2)CC1	1	0.99	1.1	-10	0	4	2	-4
CCN(CC)c1ccc(C(=S)N2CCN(c3ccccc3)CC2)cc1	9	0.91	1.1	-7	26	6	-1	2

The list continues:
mol	mIAP block	mIAP act	hIAP act	hIAP inh	PfGluPho inh	HKDC1 inhibitor	APOBEC3A inh	ATG4B inh
O=C(NCc1cccs1)C1CCCN(c2nc3ccccc3o2)C1 (stereo not given)	-2	1	0.94	6	-25	11	-2	10
C=CCN1C2CCCC1CC(NC(=S)Nc1ccc(Cl)cc1)C2 (stereo not given)	-85	1.8	1.1	-5	-12	-1	-5	5
COc1ccc(C)cc1-n1nnnc1SCc1nc2ccccc2c(=O)[nH]1	3	0.97	0.95	5	2	-1	9	-4
C/C(=N/NC(=O)Cc1cc(=O)[nH][nH]1)c1ccc([N+](=O)[O-])cc1	10	0.9	0.91	9	12	-7	-5	6
CCOC(=O)C1=C(COC(=O)COc2ccc(C#N)cc2)NC(=O)NC1C (stereo not given)	4	0.96	0.95	5	-1	-5	5	1
Cc1nnc(SCC(=O)Nc2ccc3c(c2)OCO3)o1	6	0.94	0.94	6	5	-4	3	0
Cc1sc(NC(=O)c2ccco2)c(C(c2cccnc2)N2CCC(C)CC2)c1C (stereo not given)	0	1	0.89	11	-8	3	-2	15
CCn1c(=S)sc2c(=O)n(-c3ccccc3)c(SC)nc21	12	0.89	0.87	13	20	-3	3	0
O=C(Nc1nnc(-c2ccc(Br)cc2)o1)C1=COCCO1	8	0.92	0.94	6	-18	-3	-3	8
CCCCNC(=S)N(C)/N=C/c1c(C)[nH]c2ccccc12	0	1	0.87	13	15	-1	-4	-12
CC(NS(=O)(=O)c1ccc(Cl)cc1)C(=O)N1CCOCC1 (stereo not given)	-1	1	1	0	11	-6	4	-3
CCOC(=O)N1CCC(NC(=O)c2cc(C(=O)NCc3ccc(F)cc3)ccc2CO)CC1	-1	1	0.91	9	-2	-1	1	-5
CCOC(=O)N1CCC(N2C(=O)c3ccccc3C2Nc2ccc(Cl)cn2)CC1 (stereo not given)	-5	1.1	1	-2	12	2	-3	-10
O=C(Nc1ccc2c(c1)OCO2)C1CC(c2ccccc2O)=NO1 (stereo not given)	-10	1.1	0.93	7	-3	3	-3	-2
CCC(=O)N1CCc2cc(Br)cc(S(=O)(=O)NCC3CCCN3CC)c21 (stereo not given)	0	1	0.97	3	15	-3	0	1
CCOC(=O)C1C(=O)C=C(c2cccs2)CC1c1ccccc1 (stereo not given)	12	0.88	0.93	7	11	-11	3	2
CCCNc1nc2ccccc2c(=O)[nH]1	-7	1.1	1.1	-11	-8	-7	-2	-2
CC(C)(C)n1nc2c(c1NC(=O)Cc1ccc(Cl)cc1)CS(=O)(=O)C2	4	0.96	0.92	8	-5	-3	-3	-1
O=C(CSc1nc(-c2ccccc2)c(-c2ccccc2)o1)NC1CCS(=O)(=O)C1 (stereo not given)	1	0.99	1	0	-5	-8	-2	1
O=C(NCCc1ccc(Cl)cc1)C1CCC(=O)N(C2CCCCCC2)C1 (stereo not given)	-5	1	1	-2	-3	-4	-4	-1
CCOc1c(C(=O)CC)cc2c(C)cc(=O)oc2c1C	1	0.99	1	-2	-2	-3	4	0
COc1cc(NC(=O)Cn2cnc3c(SC)nc(N)nc32)cc(OC)c1OC	-9	1.1	1.2	-18	0	-1	1	.
CC1=C(C(=O)OCc2ccccc2)C(c2cccc(Br)c2)NC(=O)N1 (stereo not given)	10	0.9	0.98	2	12	-1	-6	-2
O=C(O)CCNc1nc(-c2ccccc2)c2cc(Br)ccc2n1	6	0.94	0.89	11	-19	6	-6	4
CCC(NC(=O)C1(C)CC1(Br)Br)c1ccc(C)cc1 (stereo not given)	-6	1.1	1.1	-14	-4	-6	0	-1

Following part:
mol	mIAP block	mIAP act	hIAP act	hIAP inh	PfGluPho inh	HKDC1 inhibitor	APOBEC3A inh	ATG4B inh
Cc1ccc(/C=N/N2CCN(Cc3ccccc3)CC2)cc1	4	0.96	1	-4	8	-5	-1	-8
NNC(=O)CSc1c(-c2ccccc2)c2cc(Cl)ccc2[nH]c1=O	-2	1	1.2	-18	-7	7	-3	3
C/C(=C\c1ccco1)C1Nc2cccc3cccc(c23)N1	27	0.73	1.1	-8	.	.	37	.
Cc1c(OC(C)C(=O)NCc2ccncc2)ccc2c3c(c(=O)oc12)CCC3 (stereo not given)	3	0.97	1.3	-26	-4	-4	-3	1
COc1ccc(/C(O)=C2/C(=O)C(=O)N(c3ccccn3)C2c2ccc(C(C)C)cc2)cc1 (stereo not given)	2	0.97	1	-4	-48	7	-6	6
COc1cc(/C=N/NC(=O)Cn2nnc3ccccc32)ccc1O	8	0.92	1	-2	-14	10	1	-7
O=C1C=CC(=O)N1	-8	1.1	1.1	-8	-9	-2	3	-2
Cn1c(=O)c2c(ncn2CCCc2ccccc2)n(C)c1=O	-10	1.1	0.97	2	-6	-3	-3	-3
Cc1cc(OCc2cc(C(=O)N(C)C3CCOCC3)no2)cc(C)c1Cl	-5	1	1.1	-7	6	-2	-3	4
O=C(Nc1ncccc1O)c1ccc2c(c1)OCO2	0	0.99	1	-4	7	-7	-3	6
CCOC(=O)c1cc(-c2ccccc2)sc1NC(=O)COC(=O)c1cccc(S(N)(=O)=O)c1	0	1	0.9	10	-11	-8	-4	0
O=c1c2ccccc2sc2ccc(C#CC3(O)CCCCC3)cc12	4	0.95	1.1	-8	46	7	0	4
CCC(C)NC(=O)c1ccccc1-c1nc2ccccc2[nH]1 (stereo not given)	7	0.93	0.98	2	-4	-3	-4	0
CCCCN(C(=O)c1cc2ccccc2o1)c1c(N)n(CCC)c(=O)[nH]c1=O	-1	1	0.97	3	8	-10	-4	-8
COc1cc2c(C(=O)NCc3ccc4c(c3)OCO4)cn(C)c(=O)c2cc1OC	4	0.96	0.84	16	14	20	4	-6
O=C(Nc1ccc(S(=O)(=O)Nc2ccnn2-c2ccccc2)cc1)C(F)(F)F	3	0.97	1	-1	-43	0	-1	7
CCc1nnc(NC(=O)CSc2nnc(CNc3ccc(OC)cc3)n2CC)s1	12	0.88	0.91	9	-13	0	-4	2
NS(=O)(=O)c1ccc(N/N=C/c2ccncc2)cc1	-5	1	0.96	4	-4	-4	0	-9
COc1cc2c(cc1NC(=O)CSc1nnc(Cc3cccs3)n1Cc1ccco1)oc1ccccc12	8	0.93	0.77	23	18	-6	0	18
CN(c1ccc(C(=O)NCc2ccccn2)cc1)S(C)(=O)=O	-10	1.1	1.2	-24	6	-13	2	-10
O=C(NC(=S)Nc1cccc2ncccc12)c1ccccc1	18	0.81	0.94	6	6	4	38	-22
O=C1Nc2ccccc2S/C1=C/NCc1ccccc1Cl	5	0.95	1	-2	16	-8	0	55*
CC(C)(C)NCCCCOc1ccccc1F	-7	1.1	1	-2	-9	-9	-1	-1

Screens from PubChem.
